Compound activity: PubChem BioAssay, Fisher Drug Discovery Resource Center
NPYLR7 agonist – mosquito NPYLR7 agonism; HEK293T NPYLR7/Galpha15, GCaMP6s calcium fluorescence; 0.15% of 270,000 active; activation, % at 10 µM; in the data active means activation above about 40%;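 further: 0% = vehicle and 100% = reference agonist at the receptor; some compounds past the cut are filed as inactive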
hcGAS lum – human cGAS inhibition | Q8N884 | AID 1259398 | recombinant h-cGAS, ATP depletion, Kinase-Glo luminescence | inhibition, % at 12.5 µM | 0.081% of 290,000 active;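 further: 0% = vehicle reaction and 100% = reaction without DNA for no activity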
Target sequence (Q8N884 whole entry, looked up): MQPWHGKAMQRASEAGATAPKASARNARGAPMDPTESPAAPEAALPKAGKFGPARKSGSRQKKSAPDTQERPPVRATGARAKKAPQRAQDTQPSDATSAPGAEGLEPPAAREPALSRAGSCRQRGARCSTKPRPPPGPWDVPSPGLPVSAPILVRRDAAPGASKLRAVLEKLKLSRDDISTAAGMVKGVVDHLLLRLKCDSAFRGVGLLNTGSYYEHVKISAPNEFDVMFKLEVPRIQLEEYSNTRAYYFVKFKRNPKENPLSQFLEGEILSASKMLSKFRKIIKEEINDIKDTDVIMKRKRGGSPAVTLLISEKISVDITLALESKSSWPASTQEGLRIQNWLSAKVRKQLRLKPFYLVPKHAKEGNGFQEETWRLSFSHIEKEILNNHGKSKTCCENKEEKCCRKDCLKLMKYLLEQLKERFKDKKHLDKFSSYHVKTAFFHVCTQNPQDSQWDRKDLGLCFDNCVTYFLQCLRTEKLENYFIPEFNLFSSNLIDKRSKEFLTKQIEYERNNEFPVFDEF
mcGAS inh – inhibitors of mouse cGAS; Q8C6L5; recombinant cGAS, Kinase-Glo ATP depletion luminescence; inhibition, % at 12.5 µM; 0.15% of 160,000 active; AID 1259399;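 further: 0% = negative control wells and 100% = reference inhibitor with no enzyme activity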
Numbers without * were called inactive; . = not tested or not shown; & = joins results of further samples. Unless noted, no stated cut-off is given here; in the data, active means inhibition above about 40%; inactive means the rest.

Results follow in this order: mcGAS inh, hcGAS lum, NPYLR7 agonist
O=C(NCc1cn2cc(Cl)ccc2n1)C1CC2CCCC(C1)C2=O (stereo not given)
  ., -5, 13
COCc1nc(C(=O)NS(=O)(=O)c2ccc(OC)c(C)c2)cs1
  -16, -6, 5
Cc1ncc([N+](=O)[O-])n1-c1nc(N2CCOCC2)ncc1F
  ., -2, 7
Cc1nc(Cl)c([N+](=O)[O-])c(N2CCCC2)n1
  ., -9, 5
COc1ccc(-n2c(-c3ccccc3C)n[nH]c2=S)cc1
  ., -3, -5
O=C(CCc1nnc(-c2cccc(F)c2)[nH]c1=O)NCCc1ccccc1
  ., -16, 5
O=C(NNS(=O)(=O)c1cc(Cl)cc(Cl)c1)c1ccc2c(c1)OCCO2
  -4, -3, 7
Cc1nc(C(=O)NCC2(c3ccc(F)cc3)CCOC2)cs1 (stereo not given)
  ., -6, 10
O=C(Nc1ccccc1)N1CCCC(OCc2ccccc2F)C1 (stereo not given)
  -3, -1, -9
CC1CCN(c2nn3c(=O)ccnc3s2)C2CCCCC12 (stereo not given)
  ., 0, -5
Cc1ccccc1C(=O)N(CC(=O)N(CCc1c[nH]c2ccccc12)Cc1ccc(F)cc1)C(C)C
  -5, -16, -5
CNC(=O)CCN1CCN(CC(F)(F)F)c2ccccc21
  -7, -7, 8
CCCCN(Cc1cccn1Cc1ccc(Br)cc1)C(=O)CN(CCOC)C(=O)c1cccc(F)c1
  -2, 1, 5
COc1ccccc1C(=O)N1CCc2ccccc2C1c1ccc(Cl)cc1 (stereo not given)
  -10, -8, 17
COCc1ncc(CN2CCCN(Cc3ccc(F)cc3)C(C(C)C)C2)cn1 (stereo not given)
  -8, -4, -3
CCOC(=O)C1=C(C)N(C)C(=O)NC1c1ccc(-c2cccs2)cc1F (stereo not given)
  ., -4, 2
O=S(=O)(Nc1ccc(Cl)c(S(=O)(=O)N2CCCCC2)c1)c1cc(F)cc(F)c1
  -2, 0, 3
CCc1ccc2c(c1)NC(=O)C2(C)Cc1ccccc1C (stereo not given)
  -3, 2, -1
CC(Cn1ccnc1)NCC1(c2cccc(F)c2)CCOCC1 (stereo not given)
  ., -10, 2
O=C(c1cc(Cn2ccc3ccccc32)[nH]n1)N1CC=CC1
  ., -1, 10
COCCN(Cc1csc(COc2ccccc2C(C)C)n1)C(=O)C1CCCC1
  -3, -2, 2
O=C(Nc1nnc(-c2ccc(Cl)cc2)s1)C1CCCN1S(=O)(=O)c1ccc(Br)cc1 (stereo not given)
  -4, -6, -5
C[C@H](c1ccc(F)cc1)n1c(CCN)n[nH]c1=O
  -13, -4, 0
CCOc1ccsc1C(=O)N1CCC2(CCNC2=O)CC1
  ., -2, 6
CSc1ccccc1NC(=O)C1(C)CCN1C(=O)c1ccccc1CCc1ccccc1 (stereo not given)
  -7, -9, 7
Cc1ccc2nc(C)c(NC(=O)CC(c3ccccc3)c3ccccc3)c(=O)n2c1
  ., -16, 3
CC1(C)CC(=O)c2cn3nc(-c4ccncc4)nc3nc2C1
  -3, 2, -10
Cc1cccc(OCCn2nc(C)c(C#N)c2N)c1
  ., -9, 7
O=c1cc(CNC(c2ccc3c(c2)CCC3)c2cccs2)nc2sccn12 (stereo not given)
  ., -5, 3
CCc1ccc(CNC(=O)CSc2nnc(N)n2C)s1
  -14, -7, 3
CC(C)NCC(=O)N(Cc1ccccc1)Cc1cccs1
  -3, -1, -5
COc1ccc(CCN2CC(C(=O)N(C)CCN3CCOCC3)CCC2=O)cc1 (stereo not given)
  ., -3, 3
Cc1cc(Oc2ccc(Br)cc2)nc(C(C)C)n1
  ., -3, 8
Cc1cc(=O)[nH]c(N(Cc2ccccc2)C(=O)Nc2ccccc2)n1
  ., -9, -22
COc1ccc(-c2cnc3ncnn3c2N2CCCN(C(=O)c3ccc(Cl)cc3Cl)CC2)cc1
  3, -3, 4
COc1cc(C=C2SC(=S)N(CCCCCOC(=O)O)C2=O)cc(OC)c1OC
  -6, -2, 0
CC1ON=C(c2ccc(F)cc2)N(Cc2ccc(S(C)(=O)=O)cc2)C1=O (stereo not given)
  ., 0, 7
O=C(CCC1CCCN(C(=O)CSc2ccccc2)C1)Nc1ccc(C(F)(F)F)cc1 (stereo not given)
  -7, 0, 3
COc1ccc(CN(C(=O)c2ccccc2Br)C(C)C)cc1OS(C)(=O)=O
  -5, -7, -2
C=CCNCC(=O)N1CCc2sccc2C1c1ccccc1 (stereo not given)
  ., -4, 2
O=C(O)c1ccc(-c2c3nc(c(-c4ccc(C(=O)O)cc4)c4ccc([n-]4)c(-c4ccc(C(=O)O)cc4)c4nc(c(-c5ccc(C(=O)O)cc5)c5ccc2[n-]5)C=C4)C=C3)cc1.[Mn+3]
  -3, -11, -7
CCNc1ccc(S(=O)(=O)C(F)F)cc1N
  -1, 2, 15
NS(=O)(=O)c1ccc2c(c1)oc(=O)n2CC(=O)NC1CCCCCCC1
  ., -3, 4
CC(=O)NCC1=CCN(CCNC(=O)c2ccccc2)CC1
  -12, -4, 26
Clc1ccc2c(Nc3ccc4c(c3)OCO4)ccnc2c1
  ., -9, 9
NC(=O)c1csc(-c2cccc(C(=O)O)c2)n1
  ., 0, 3
NC(=S)Nc1ccc(OC(F)F)cc1
  -5, -5, 6
COc1ccc(NC(=O)Cn2cc(OC)c(=O)cc2CSc2nnnn2C)cc1
  -7, -8, 3
O=C(Nc1ccc2c3c(cccc13)CC2)C1=COCCO1
  ., -7, 4
CC(=O)N1CCC(N(C)Cc2cc(-c3cccnc3)no2)CC1
  ., 0, 0
CCCC1CCC(C2=N/C(=C\c3ccco3)C(=O)O2)CC1 (stereo not given)
  ., -4, 0
CN(C1CCc2ccccc21)S(=O)(=O)c1cccc(C#N)c1 (stereo not given)
  ., 0, 13
CN1CCC(CN(CCc2ccccc2)C(=O)CCC(F)(F)F)CC1
  ., 0, 12
CC1(C)Cc2c(cnn2-c2ccccc2)C(NC(=O)CCCn2cncn2)C1 (stereo not given)
  -9, -8, 2
Cc1cc(C)n(CCN(C(=O)c2ccc(F)cc2)c2nc3ccccc3s2)n1
  -11, -6, -16
Cc1ncsc1CCC(=O)N1CCC(C(=O)Nc2cccc(-c3ccco3)c2)CC1
  ., 3, 1
COc1cc(C(C)=NN2CCOCC2)cc(OC)c1OC
  ., -2, -2
CC(=O)c1ccc(-n2c(C)ccc2-c2ccccc2)cc1
  ., -3, 4
Cc1cc(Nc2ccc3c(n2)C(=O)N([C@H](C)C(=O)NCCN(C)C)C3)n(C)n1
  ., -9, 7
CCNC(=O)c1cncn1-c1cccc(-c2cccc3c2sc2ccccc23)c1
  -8, -10, 4

Following part.
Results follow in this order: mcGAS inh, hcGAS lum, NPYLR7 agonist
CNC(=O)CN1CCN(C(=O)OC(C)(C)C)CC1
  -7, -5, -10
O=C(CNCc1ccccc1-n1cncn1)NCc1ccccc1F
  -16, 0, 6
CC(C)C[C@@H]1NC(=O)c2ccccc2N(CC(=O)NC[C@@H]2CCC3C[C@@H]2C3(C)C)C1=O
  ., -5, -1
CCOC(=O)N(C)c1c(CC)nc2c(OCC(=O)C(C)(C)C)cccn12
  -2, -3, 2
Cc1ccc(NC(=O)COc2nc(C)no2)c(Cl)c1
  ., -7, 10
CC(C)COCC(O)CN(Cc1cccc(F)c1)CC1CC(c2ccc(Cl)c(Cl)c2)=NO1 (stereo not given)
  -4, -4, -4
Cc1ccc(CN(CCN2CCOCC2)CC(O)Cc2ccccc2)o1 (stereo not given)
  1, 5, -2
COc1ccc(CN(CCc2c[nH]c3ccccc23)C(=O)CN(CC(C)C)C(=O)COCc2ccccc2)cc1OC
  -4, -2, 15
CCC(=O)N1CCN(c2ccc(Nc3cccc(C)n3)nn2)CC1
  ., -7, 14
Cc1nnnn1CCCN1CCC2(C1)CN(C)C(=O)O2 (stereo not given)
  ., -6, -3
Cc1ccc(-n2c(-c3ccccc3)csc2=NC(C)(C)C)cc1
  ., -5&2, -15
CCS(=O)(=O)N1CCc2cc(-c3csc(N)n3)ccc21
  0, 1, -1
COCCOc1cccn2c(N(C)CC3CC3)c(C)nc12
  -3, -7, 8
CCn1cc(NC(=O)Nc2cccc(C)n2)c2ccccc21
  ., -11, 16
C=CCNc1nc2c(c(=O)[nH]c(=O)n2C)n1CC(=O)OC
  ., 5, -1
O=c1[nH]c(=O)c2sc3nc(-c4ccncc4)ccc3c2[nH]1
  -8, -4, -7
CC1(C(=O)NS(=O)(=O)Cc2ccccc2)CCN1C(=O)CCc1ccccc1 (stereo not given)
  ., -7, -1
O=C(c1ccccc1O)N1CCN(C2CCN(c3ccc(C(F)(F)F)cc3)C2=O)CC1 (stereo not given)
  -10, -2, 2
CC1CC(C)CN(C(=O)Nc2cn(C)c3ccccc23)C1 (stereo not given)
  -13, -7, 2
CCCc1cnc(C)nc1NCC1CCN(C(=O)C2CC2)CC1
  ., 0, 1
Cn1ccnc1CN(Cc1cc2c(cc1Cl)OCO2)C1CC1
  -11, -4, 8
CCC(C)[C@H](N)c1nnc(SC)o1 (stereo not given in full)
  -6, -9, .
COc1ccc(N2C(=O)C(Oc3ccc(C)cc3C)C2c2cscn2)cc1 (stereo not given)
  ., 3, 1
Cc1ccc(Cc2nnc(N3CCOCC3)[nH]c2=O)cc1
  ., -6, 9
CCCn1c(C)cn2c3c(=O)n(CC(=O)c4ccccc4)c(=O)n(C)c3nc12
  ., -5, -1
Cc1cc(-c2ccccc2)[n+]2cc(Br)ccc2n1
  -5, -3, -6
COc1ccc(-n2cc(CNCc3n[nH]c4c3CCC4)c(-c3ccccc3Cl)n2)cc1
  -3, 5, -4
COc1cc(=O)n(-c2ccc(F)cc2)nc1C(=O)Nc1ccc(O)cc1
  -8, -8, 7
CNCC(O)CN(c1ccccc1)c1ccccc1 (stereo not given)
  ., -9, -1
CC(C)N(CC(=O)N(CCc1c[nH]c2ccccc12)Cc1ccc(F)cc1)C(=O)c1ccc(Cl)cc1
  -6, -5, -1
Cc1nc(C)c(-c2cccc3[nH]ccc23)s1
  ., -6, 6
Cc1ccc(C(c2c(O)cc(C)n(Cc3cccnc3)c2=O)N2CCN(c3ccc(F)cc3)CC2)cc1 (stereo not given)
  ., -10, 10
CCCNC(=O)Cn1nc2c(c1NC(=O)c1ccccc1SCC)CSC2
  0, 4, -4
Cc1cn2c3c(=O)n(CC(C)C)c(=O)n(C)c3nc2n1C(C)c1ccccc1 (stereo not given)
  ., 12, -11
O=C(c1ccc(C(F)(F)F)cc1)N1CCN(c2ccccc2O)CC1
  -7, -16, -2
Cc1ccc(S(=O)(=O)N2CCN(C(C(=O)NC3CC3)c3ccccc3)CC2)c(C)c1 (stereo not given)
  -6, -3, -5
Fc1cc(Br)ccc1Nc1nc2ccccc2n2cnnc12
  ., -2, -4
CCC(C)C(NC(=O)Nc1ccc(Cl)cc1Cl)C(=O)Nc1nnc(-c2cccc(Br)c2)s1 (stereo not given)
  -5, -4, 0
COc1ccc(-n2ccnc2CN2CCC(C(=O)N3CCCC3)CC2)cc1
  ., -2, 2
Cc1cc(C)c(NC=C2C(=O)OC(C)(C)OC2=O)c(C)c1
  ., -2, 6
O=C(NCCC(F)(F)F)NC1CCC2(CC1)OCCO2
  ., 4, 8
COc1ccc(NC(=O)Cn2nc(SC)c(S(=O)(=O)c3ccc(C)cc3)c2N)cc1Cl
  -8, -5, 5
COc1cc(C)c(S(=O)(=O)NCc2ccco2)cc1C(C)C
  -6, -6, 1
Cc1[nH]nc(C(=O)N2CCCC2Cc2cccc3ccccc23)c1Br (stereo not given)
  ., -6, 9
O=C(Cc1cccs1)N1CCC(n2cnc3cc(C(F)(F)F)ccc32)CC1
  -2, -2, 25

An excerpt from above in order of heavy-atom count, descending:
Results follow in this order: mcGAS inh, hcGAS lum, NPYLR7 agonist
COc1ccc(-n2ccnc2CN2CCC(C(=O)N3CCCC3)CC2)cc1
  ., -2, 2
O=C(NCCC(F)(F)F)NC1CCC2(CC1)OCCO2
  ., 4, 8
Cc1nc(C)c(-c2cccc3[nH]ccc23)s1
  ., -6, 6

Returning to the listing, starting three compounds before the break.
Results follow in this order: mcGAS inh, hcGAS lum, NPYLR7 agonist
COc1cc(C)c(S(=O)(=O)NCc2ccco2)cc1C(C)C
  -6, -6, 1
Cc1[nH]nc(C(=O)N2CCCC2Cc2cccc3ccccc23)c1Br (stereo not given)
  ., -6, 9
O=C(Cc1cccs1)N1CCC(n2cnc3cc(C(F)(F)F)ccc32)CC1
  -2, -2, 25
CC(=O)Nc1ccc(CN(C)c2c(C)nc3ccc(C(=O)N4CCN(C(=O)c5ccco5)CC4)cn23)cc1
  -1, 0, -6
O=C(c1cccc(OC(F)F)c1)N1CCOC(COCc2cccc(C(F)(F)F)c2)C1 (stereo not given)
  -7, -6, 2
CN=C1SCC(O)(c2cccc([N+](=O)[O-])c2)N1C (stereo not given)
  ., -5, -2
C=CCNC(=O)CC1(CC(=O)Nc2nccs2)CCCCC1
  ., -9, 7
CC(C)S(=O)(=O)NC(=O)C1(C)CCN1C(=O)Cc1ccc(Cl)cc1Cl (stereo not given)
  ., -6, 8
COc1cccc(C(=O)NC(=NCCCN2CCOCC2)OC(C)C)c1
  -6, -7, 0
C=CCn1c(N)c(C(=O)N2CCN(C)CC2)sc1=S
  ., -3, 12
CCNC(=O)C1(C)CCN(CCOc2ccccc2)C1 (stereo not given)
  ., -15, 0
CCCc1nc(COc2ccc(CO)nc2)cs1
  ., -2, 4
Cc1nc2sc(C)c(C)n2c(=O)c1NC(=O)c1cccnc1
  ., -9, 7
